NPY Y2 blocker: blocks the human neuropeptide Y Y2 receptor; P49146; NPY-Y2 expressing cells, antagonist mode; inhibition, % at 2.7 µM; 140,000 compounds, 0.99% hits; in the data active = inhibition above about 17%;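 note: 0% = vehicle with agonist challenge and 100% = reference antagonist with challenge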
Target sequence (P49146 whole entry, looked up): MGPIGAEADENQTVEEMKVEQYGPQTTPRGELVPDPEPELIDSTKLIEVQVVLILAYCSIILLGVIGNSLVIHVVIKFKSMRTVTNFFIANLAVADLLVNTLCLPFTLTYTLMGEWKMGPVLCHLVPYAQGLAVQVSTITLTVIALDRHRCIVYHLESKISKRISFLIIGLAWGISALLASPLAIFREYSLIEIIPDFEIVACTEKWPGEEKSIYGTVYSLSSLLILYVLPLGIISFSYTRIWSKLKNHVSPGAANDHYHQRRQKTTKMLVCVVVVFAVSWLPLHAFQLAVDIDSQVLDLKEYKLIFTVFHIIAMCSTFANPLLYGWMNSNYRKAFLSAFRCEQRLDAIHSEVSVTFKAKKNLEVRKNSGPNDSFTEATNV
Yeast life ext: extends the lifespan of yeast | inhibition of the nicotinamide effect, % at 10 µM | 130,000 compounds, 0.68% hits | S. cerevisiae growth with nicotinamide, OD615; deaD strain in restrictive glucose medium | AID 775;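 active = inhibition above a set limit, placed 3 SD over the median of all compounds, cut at about 26% in these data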;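 note: 0% = nicotinamide-treated wells and 100% = cells grown without nicotinamide; some compounds called inactive have numbers as strong as hits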
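System: DeaD-strain S. cerevisiae / Buffer or medium: CSMM-D, restrictive glucose (dextrose) synthetic minimal medium / Probe or stimulus: nicotinamide, 1.5 mM, co-present with compound / Compound: one concentration, 10 µM, DMSO 0.25% / Incubation: 48 h compound exposure at 30 °C, humidified / Technique: optical density (absorbance) at 615 nm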
PTEN del growth: PTEN-deleted cell growth suppression | HCT116 PTEN-null viability, CellTiter-Glo, 60 h; stronger effect = lower value | viability, % at 10 µM | 140,000 compounds, 1.2% hits;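 active = viability at or below a set limit, 4 SD under the median of all tested compounds, cut at about 3.7% in these data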;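 note: PTEN knockout HCT116 line with beta catenin targeted HCT116 as companion control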
Measles CPE: protection of cells from measles virus; Measles virus-infected cells, CPE protection, absorbance; protection (pct of control), % at 4 µM; 140,000 compounds, 1.5% hits; AID 841; in the data active = protection mostly above about 24%, no sharp cut-off; inactive = mostly below about 26%; note: some compounds called inactive have numbers as strong as hits
bCat KO growth: beta-catenin-lacking colon tumor cell growth suppression. viability, % at 10 µM. HCT116 beta-catenin knockout viability, CellTiter-Glo, 60 h; stronger effect = lower value. 140,000 compounds, 1.5% hits;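 active = viability at or under a set limit, the compound median less 4 SD, cut at about 6% in these data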;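 note: 0% = Hyamine 1622 control at 20 µM and 100% = untreated cell control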
Phagocyt inh: macrophage phagocytosis inhibition. J774A.1 macrophage IgG-bead phagocytosis, imaging. AID 1029. inhibition, % at 5 µM. 110,000 compounds, 0.07% hits;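 active = inhibition above the mean of the plate negative controls plus 5 SD, cut at about 13% in these data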;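 note: phagocytic index as fraction of beads internalized from green versus red external bead signal; plate controls were DMSO negative control for no effect and cytochalasin-D positive control for full effect; some results beyond the cut were filed as inactive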
MRP1 act: MRP-1 activation. H69AR cells + doxorubicin, viability rescue, CellTiter-Glo. viability increase, % at 10 µM. 140,000 compounds, 0.61% hits;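 active = viability gain under doxorubicin at or above a set limit, the compound median plus 3 SD, cut at about 4.7% in these data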;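 note: MRP-1 overexpressing cells given doxorubicin 25 µM after compound pretreatment; 18-22 h compound pretreatment then 72 h with doxorubicin before readout; 0% = doxorubicin-only wells and 100% = vehicle-treated cells without doxorubicin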
GALR2 antag: blocks the human galanin receptor 2; GALR2-expressing cells, antagonist mode; inhibition, % at 4 µM; 140,000 compounds, 0.39% hits; AID 828; in the data active = inhibition above about 27%;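 note: cells stimulated with galanin 1-16 at roughly its EC80; 0% = agonist challenge control and 100% = basal control without agonist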
Target sequence (O43603 whole entry, looked up): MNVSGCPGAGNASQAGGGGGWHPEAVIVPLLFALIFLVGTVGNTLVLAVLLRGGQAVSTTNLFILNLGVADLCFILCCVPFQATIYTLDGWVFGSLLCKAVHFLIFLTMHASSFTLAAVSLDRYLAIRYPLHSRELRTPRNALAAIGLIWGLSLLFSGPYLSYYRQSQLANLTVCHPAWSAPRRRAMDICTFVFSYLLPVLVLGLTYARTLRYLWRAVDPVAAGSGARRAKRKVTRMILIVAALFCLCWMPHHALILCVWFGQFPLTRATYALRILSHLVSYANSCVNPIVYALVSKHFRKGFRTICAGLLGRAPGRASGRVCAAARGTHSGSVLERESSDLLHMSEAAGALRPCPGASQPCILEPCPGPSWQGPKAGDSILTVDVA
E-sel TNF inh: blocks E-selectin expression induced by TNF alpha; HUVEC TNFa-induced E-selectin immunofluorescence, high content; inhibition, % at 2 µM; 120,000 compounds, 0.71% hits;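 active = inhibition above the batch mean plus 3 SD, and confirmed as a hit on visual image review, cut at about 43% in these data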;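 note: 0% = TNF-stimulated DMSO wells and 100% = unstimulated control wells; not every result past the cut was called active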
BB579 growth dn: chemicals that inhibit yeast BB579 growth in restrictive medium (lifespan-shortening candidates); 140,000 compounds, 0.51% hits; AID 804; S. cerevisiae BB579 growth, OD615, 48 h; inhibition, % at 10 µM;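 active = inhibition above a set limit, 3 SD over the mean compound inhibition, cut at about 44% in these data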; note: inactives centre near -24
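Material: Saccharomyces cerevisiae DeaD strain BB579, replicative lifespan model yeast; buffer or medium: CSMM-D restrictive synthetic medium containing dextrose (glucose); compound: 10 µM single dose, DMSO 0.25%; timing: 48 h compound exposure at 30 °C after 4 h preincubation; signal: turbidity as optical density at 615 nm; benchmarks: positive control amphotericin B 10 µg/mL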
An asterisk follows results filed as active; . = no result given.

smiles,NPY Y2 blocker,Yeast life ext,PTEN del growth,Measles CPE,bCat KO growth,Phagocyt inh,MRP1 act,GALR2 antag,E-sel TNF inh,BB579 growth dn
Cc1cc(/C=N/O)c(C)n1-c1ccccc1,1,-2,93,12,95,-8,-2.4,-12,.,-26
COc1cccc(CC2CC(=O)N(CCc3ccc4c(c3)OCO4)C2=O)c1 (stereo unspecified),10,-5,92,24,99,1,-1.1,1,7,-20
COc1ccc2c(c1)C(=NO)c1cc(OC)ccc1-2,-1,-14,102,9,86,1,-1.3,15,10,-25
O=C(Nc1nccs1)c1ccccc1N=Cc1ccccc1,-1,-12,97,0,97,.,-1.4,9,-5,7
CN(C)C(=O)c1ccc2c(c1[N+](=O)[O-])C(=O)c1ccccc1C2=O,15,11,1.7*,4,2.0*,-18,-4.5,20,.,22
COc1ccc(-c2cc(-c3ccccc3)n3ncnc3n2)cc1,5,-29,68,2,72,0,-0.7,4,.,-19
N/C(=N\OC(=O)Oc1ccccc1)c1cccc([N+](=O)[O-])c1,1,-1,97,4,98,.,0.1,5,-16,-5
COc1ccc(NC(=O)CSc2nc3c(c(=O)n2-c2ccc(F)cc2)SCC3)c(OC)c1,4,5,99,6,89,-1,-0.8,11,-6,-41
CC1CCN(c2c(NCC3CCC(C(=O)N4CCCCC4)CC3)c(=O)c2=O)CC1 (stereo unspecified),2,-8,101,14,87,0,-1.2,-25,21,-19
COC(=O)c1ccccc1NC(=O)c1ccccc1N(C)S(=O)(=O)c1ccccc1,10,-3,87,6,82,-9,-1.1,-6,-4,-8
CCON1C(=O)CN(C(=O)OC)C1c1ccc(Cl)cc1Cl (stereo unspecified),0,.,93,9,94,.,-1.0,-3,9,-12
CCc1ccc(-n2c(Cn3nc(C(F)(F)F)cc3C)n[nH]c2=S)cc1,1,-16,98,.,98,0,0.1,-11,-12,-41
Cc1cc(C(=O)CSc2nnc(-c3cccc(F)c3)n2N)c(C)n1Cc1ccc2c(c1)OCO2,7,-3,26,4,18,-1,3.5,-11,.,-49
CC(=O)c1sc(Nc2nc(C)cc(C)n2)nc1C,-1,-11,79,13,84,0,-2.0,8,1,-67
COc1ccc(-c2noc(CSc3nnc(Cc4ccccc4)n3-c3ccc(Cl)cc3)n2)cc1,8,-4,69,37,76,2,-1.8,-11,29,-34
Cc1ccc2[nH]c(-c3ccccc3)cc(=O)c2c1,6,-24,14,3,10,4,-6.0,16,.,-31
CC1Cc2ccccc2N1C(=S)Nc1ccc(S(N)(=O)=O)cc1 (stereo unspecified),0,10,91,9,84,2,-2.1,6,-5,2
Cc1nn(C)cc1-c1n[nH]c(=S)n1-c1ccc(Cl)cc1,2,2,99,3,102,-4,0.1,2,6,-20
N#Cc1nc(-c2ccc(F)cc2)oc1NCCN1CCOCC1,2,0,93,25,99,0,-1.7,5,.,-1
CCOc1ccc(Br)cc1CNCCN1CCOCC1,9,1,99,1,92,-2,-1.5,5,4,-8
O=C(/C=C/c1cccs1)c1cc(Cl)ccc1OC(=O)N1CCOCC1,7,-4,8,30,7,0,-7.9,12,-32,-39
CCCCOc1ccccc1C(=O)NCC(=O)O,3,4,96,7,99,0,-2.3,13,-26,-36
COc1ccc(OC)c(-c2nnc(SCC(=O)NC3CCCCC3)o2)c1,1,-5,97,15,93,-1,-2.5,6,-22,-37
NNC(=O)CNC(c1ccccc1)c1cc(Br)ccc1NC(=O)CCN1CCOCC1 (stereo unspecified),6,33,73,13,68,0,-1.4,-9,23,-14
Cc1nc(NCCO)c2nnn(Cc3ccccc3F)c2n1,1,-10,100,3,96,0,-0.2,-12,-4,-18
COc1cccc(/C=N/Nc2snc(SC)c2C#N)c1O,1,-3,26,7,22,-3,-4.3,26,-7,-48
O=C(O)c1ccc(S(=O)(=O)Cc2ccccc2)cc1,1,-10,100,2,99,-1,-0.8,12,-5,4
CC(=O)c1ccc(-n2c(SCC(=O)c3c[nH]c4ccccc34)nc3ccccc3c2=O)cc1,2,-5,83,10,95,-2,2.5,5,2,-23
O=C(Nc1ccc(C(F)(F)F)cc1)C1CCCN1S(=O)(=O)c1cccc2cccnc12 (stereo unspecified),-1,-1,26,5,22,-4,2.3,6,-1,-65
COC(=O)CCCCCCCCC(=O)Nc1nc2ccccc2s1,8,-19,73,7,81,.,-2.5,4,-8,-29
CSc1ccccc1C(=O)NCc1ccc2c(c1)OCO2,2,-5,96,6,95,1,-0.9,-1,25,-19
COC(=O)C1(O)CC(C(C)C)=NN1C(=O)c1ccccc1 (stereo unspecified),1,9,95,6,106,-5,-1.1,6,.,-15
Cc1ccc(C(=O)Nc2ccccc2SCC2CSc3nc4ccccc4c(=O)n32)cc1 (stereo unspecified),1,-19,75,63*,85,.,-4.7,-6,.,-18
CCC(C)NC(=O)CCC(=O)Nc1ccc2nc(N3CCOCC3)cc(C)c2c1 (stereo unspecified),5,-18,93,6,97,.,0.1,2,.,-6
O=C(CSc1ncccn1)NCCc1ccccc1,1,0,98,23,98,.,-1.8,8,-6,-37
COc1cc(C(=O)Nc2ccccc2N2CCOCC2)ccc1OCc1c(C)noc1C,4,2,85,8,79,-1,-1.8,10,-8,-52

Quoted from above for reference:
smiles,NPY Y2 blocker,Yeast life ext,PTEN del growth,Measles CPE,bCat KO growth,Phagocyt inh,MRP1 act,GALR2 antag,E-sel TNF inh,BB579 growth dn
O=C(CSc1ncccn1)NCCc1ccccc1,1,0,98,23,98,.,-1.8,8,-6,-37
COc1cc(C(=O)Nc2ccccc2N2CCOCC2)ccc1OCc1c(C)noc1C,4,2,85,8,79,-1,-1.8,10,-8,-52

Later entries.
smiles,NPY Y2 blocker,Yeast life ext,PTEN del growth,Measles CPE,bCat KO growth,Phagocyt inh,MRP1 act,GALR2 antag,E-sel TNF inh,BB579 growth dn
Cn1c(NCCc2ccccc2)cc(=O)n(C)c1=O,0,-6,98,34,100,-3,-2.8,-11,-1,-36
COc1cccc(-c2nnn(CC(=O)O)n2)c1,2,-9,97,14,95,0,0.2,11,-4,-64
O=C(Nc1ccc(C(=O)N2CCCC2)cc1)c1ccc2c(c1)OCO2,-3,-9,84,16,80,0,-1.2,1,6,-54
CCCc1cc(N2CCCC(C(=O)Nc3ccc(OC)cc3OC)C2)n2ncnc2n1 (stereo unspecified),0,-9,87,8,88,0,-4.0,3,-2,-5
Cc1cc(=O)n(-c2ccc3ccccc3n2)[nH]1,4,4,54,5,73,1,-2.9,11,-5,-6
Cc1sc2nc(CSc3ccccc3)nc(N3CCOCC3)c2c1C,7,4,81,5,73,-2,0.4,-6,.,-35
O=C(NCc1cccs1)[C@@H]1CSC2c3ccccc3C(=O)N21 (stereo partly specified),0,-14,81,2,78,1,-0.2,1,.,-58
CC1CCCC(C)N1C(=O)c1cc(-c2ccc(Cl)c(Cl)c2)on1 (stereo unspecified),4,-5,57,2,60,.,-1.6,-2,-9,-40
O=C(COc1ccccc1)N1N=C(c2cccnc2)CC1(O)C(F)(F)F (stereo unspecified),0,2,101,10,84,1,-1.8,-11,-2,-29
CCOc1ccc(C(=O)Nc2ccccc2C#N)cc1[N+](=O)[O-],1,-7,85,19,86,-4,-2.2,2,.,5
CCN(CC)C(=O)Cn1ncc2c1-c1ccccc1OC2,-1,0,97,8,99,0,-0.8,5,.,-18
CCOCCCNC(=O)C(c1ccccc1)N(Cc1ccc2c(c1)OCO2)C(=O)CNC(C)=O (stereo unspecified),2,-12,99,28,98,1,-3.5,5,14,-47
CCc1ccccc1NC(=O)c1onc(C)c1Cl,1,-10,104,15,102,0,0.0,-7,10,-22
COc1ccc(C2/C(=C(/O)c3ccc(OC(C)C)cc3)C(=O)C(=O)N2CCCN2CCOCC2)cc1 (stereo unspecified),2,-2,91,4,73,-3,-2.6,0,-16,-56
CCN1CCN(Cc2c(C)[nH]c3ccc(C(=O)OC)cc3c2=O)CC1,2,4,97,29,82,-1,-2.3,3,-15,-8
COc1ccc(Cl)cc1NC(=O)C1CCCN(S(=O)(=O)c2cccc3nonc23)C1 (stereo unspecified),-1,-2,98,3,86,.,-3.9,31*,-25,-39
CSc1nc(=O)n(-c2ccccc2)c(C)c1C(C)=O,-2,-15,98,38,99,0,-0.7,0,-3,-57
Cc1ccc(NC(=O)Nc2ncccc2C)cc1,2,-22,91,5,95,.,-1.3,18,15,-34
CN(C)c1ccc(/C=N\NC(=O)c2csnn2)cc1,2,-13,84,12,75,.,-2.1,0,34,-12
O=C(Cc1ccc(Cl)cc1)Oc1cccc2cccnc12,0,6,3.0*,6,4.2*,-2,-4.0,0,4,0
O=C(CN1CCCc2ccccc21)NCc1ccccc1Cl,7,3,81,6,79,-2,-2.2,6,.,-5
O=C(Cc1ccc2c(c1)CCCC2)Nc1ccccc1Br,8,-8,80,5,84,0,-2.0,1,-41,-39
O=C(c1ccco1)N1CCN(C(=O)c2cc3c(=O)oc4ccccc4c3s2)CC1,1,-7,104,8,86,0,-3.8,1,.,-23
O=C(OCN1C(=O)c2ccccc2C1=O)/C(=C\c1ccco1)NC(=O)c1ccccc1,-1,-2,93,8,91,3,-1.8,1,27,-26
CCCCc1nc2ccccc2c(NC(=O)CN(CC)CC)c1CCC,7,-8,87,20,82,0,-2.3,-2,7,-30
CC12CCC(C(=O)Nc3ccc(SC(F)F)cc3)(CC1=O)C2(C)C (stereo unspecified),-2,-12,104,6,93,.,1.6,-4,40,-29
O=C(COC(=O)C12CC3CC(CC(C3)C1)C2)Nc1ccc([N+](=O)[O-])cc1Br,2,3,97,9,88,-1,-1.7,-8,-5,-18
Cn1c(=O)n(C)c2cc(S(=O)(=O)N3CCCc4ccccc43)ccc21,2,-11,55,8,60,2,-2.2,4,-7,-57
COC(=O)C1=C(C)n2nnnc2NC1c1cc2ccccc2o1 (stereo unspecified),1,-4,86,5,100,-1,-0.9,6,-76,-22
COc1ccc(C(=O)NCc2nnc(SC)n2C2CCCCC2)cc1,4,0,94,5,96,.,-2.2,2,-12,-31
COc1ccc(NC(=O)C(C)NS(=O)(=O)c2ccc(NC(C)=O)cc2)cc1Cl (stereo unspecified),2,-1,91,10,87,.,-0.1,-2,-10,-9
COc1ccc(-c2nn(-c3ccccc3)cc2/C=N/NC(=S)NC(C)C)cc1OC,4,1,76,27,73,-7,1.5,-7,-5,6
O=C1/C(=N/n2cnnc2)c2ccccc2N1Cc1ccccc1,3,39*,22,4,13,.,-4.1,-4,6,-42
CCC1=NC(c2ccccc2OC)N(O)C1(C)C (stereo unspecified),-1,-10,103,6,107,0,0.1,-6,1,9
COc1ccccc1NC(=O)CSc1c2c(nc3ccccc13)CCC2,0,-2,73,27,76,-12,-4.5,4,.,10

Not a hit list; overall some 6.4% were active at least once.
